# BRCA1 expr act = BRCA1 expression activation. MCF7-BRCA1-FFLuc reporter, luminescence, 48 h; response scale: scaled: vehicle 0%, 10 µM genistein 100%. Potency, µM (top dose mostly 46.1 µM), for inactives: at the top dose activation, most hits filed as activators. actives 1.1% (n = 380,000). AID 624202; also: potency is read from the fitted curve at half-maximal effect; nearly all actives have a fitted effect of over 80% in size; some results filed as inactive show a strong effect at the top dose
#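 MCF7 cells carrying a BRCA1-firefly luciferase reporter (2000 cells/well, phenol-red free MEM) were attached for 2 h at 37 °C, then given compounds for 48 h. Luminescence was read 15 min after luciferase reagent; activity normalized to genistein (10 microM) and DMSO.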
# PTAP TSG101 blk = blocks PTAP/TSG101 interaction to inhibit HIV-1 budding; AID 493005; Potency, µM (series often up to 115 µM), for the others: at the highest dose activity change, negative = inhibition, hits mostly inhibitors; Fluorescence polarization, FITC-PTAP peptide / Tsg101 binding; 340,000 tested, under 10 active; active = well fitted inhibition curve with a large enough effect in the main read-out, with a control signal flat, not every such curve was filed as active; inconclusive = small, poorly fitted or top-dose-only effect, or effect the other way, or a change in a side signal; inactive = no such curve, though single readings can be large or run the other way; also: potency is read from the fitted curve at half-maximal effect; % of control where 0% means no effect
# Target sequence (Q99816 whole entry, looked up): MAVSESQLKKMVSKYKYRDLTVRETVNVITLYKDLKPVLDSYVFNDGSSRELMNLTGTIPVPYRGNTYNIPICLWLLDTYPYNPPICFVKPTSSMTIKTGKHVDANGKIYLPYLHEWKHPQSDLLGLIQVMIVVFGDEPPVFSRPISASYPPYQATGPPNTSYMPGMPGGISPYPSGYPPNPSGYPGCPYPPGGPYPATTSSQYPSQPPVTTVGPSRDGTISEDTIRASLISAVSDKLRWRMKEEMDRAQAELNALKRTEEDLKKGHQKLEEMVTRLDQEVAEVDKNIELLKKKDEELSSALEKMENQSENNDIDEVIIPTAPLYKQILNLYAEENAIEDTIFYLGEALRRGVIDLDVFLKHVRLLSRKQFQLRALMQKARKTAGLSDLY
#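 Compounds were pin-transferred onto Tsg101 binding domain (10 uM final) in HEPES pH 7.5 buffer, then FITC-PTAP peptide was added at 50 nM final. After 20 min at RT, polarization reported peptide displacement across a qHTS concentration series.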
# ELG1 repair inh = ELG1-dependent DNA repair inhibition | HEK293T ELG1-luciferase reporter, luminescence, 16 h; DNA damage induced by 5-fluorouridine | Potency, µM (top dose mostly 46.1 µM), for inactives: top-dose activity change, negative = inhibition, hits mostly inhibitors | actives 2.3% (n = 330,000) | AID 504467; also: potency is read from the fitted curve at half-maximal effect; % is scaled to controls: 0 for no effect and ±100 for the full control effect; nearly all actives have a fitted effect of over 55% in size
#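 Overnight (16 hr) co-exposure of 2,000 cells/well to 5-fluorouridine and compound at 37 °C preceded detection. Luciferase was quantified via ONE-Glo luminescence; loss of signal denotes inhibition.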
# A-T KAP1 phos = candidate therapy for ataxia-telangiectasia; […] A-T fibroblasts, KAP-1 phosphorylation AlphaLISA; neocarzinostatin DNA damage 30 min before lysis; actives 0.19% (n = 320,000); Potency, µM (titrated, usually from 57.5 µM), without a hit: at the top dose activation, usual class: activators; AID 485349; also: potency is read from the fitted curve at half-maximal effect; % of control where 0% means no effect; nearly all actives have a fitted effect of over 45% in size
#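 hTERT-immortalized A-T patient fibroblasts ([…]), 500 cells/well in OPTI-MEM, 1% FBS, got compounds for 60 min, then NCS for 30 min at 37C. Lysates were then assayed for phospho-KAP-1 by AlphaLISA (anti-pKAP1 donor, anti-KAP1 acceptor beads), 6 hr at 25C.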
# p53 reactivation = restores transcriptional activity of mutant p53; actives 0.063% (n = 320,000); Potency, µM (highest dose often 92.2 µM), for inactives: at the highest dose activity change, positive = activation, usual class: activators; AID 504706; H1299 p53-A138V BP100-luciferase reporter, luminescence, 24 h; also: potency is read from the fitted curve at half-maximal effect; % of control where 0% means no effect; nearly all actives have a fitted effect of over 45% in size
#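 p53-null H1299 cells stably carrying temperature-sensitive p53-A138V and a BP100-luciferase reporter were pinned with compounds (4-point, 1:5 series) and held 24 hrs at 37 deg C. Luminescence was read 10 min after detection reagent.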
# B2AR arrestin = agonists driving beta-arrestin recruitment to human beta2-adrenergic receptor; P07550; beta-arrestin recruitment to beta2AR, cell-based reporter; Potency, µM (highest dose often 46.1 µM), inactives show at the top dose activation, actives largely listed as activators; actives 0.02% (n = 330,000);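 also: potency is read from the fitted curve at half-maximal effect; 0% = DMSO controls and full agonism = EC100 isoproterenol or metaproterenol; nearly all actives have a fitted effect of over 65% in size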
# Target sequence (P07550 whole entry, looked up): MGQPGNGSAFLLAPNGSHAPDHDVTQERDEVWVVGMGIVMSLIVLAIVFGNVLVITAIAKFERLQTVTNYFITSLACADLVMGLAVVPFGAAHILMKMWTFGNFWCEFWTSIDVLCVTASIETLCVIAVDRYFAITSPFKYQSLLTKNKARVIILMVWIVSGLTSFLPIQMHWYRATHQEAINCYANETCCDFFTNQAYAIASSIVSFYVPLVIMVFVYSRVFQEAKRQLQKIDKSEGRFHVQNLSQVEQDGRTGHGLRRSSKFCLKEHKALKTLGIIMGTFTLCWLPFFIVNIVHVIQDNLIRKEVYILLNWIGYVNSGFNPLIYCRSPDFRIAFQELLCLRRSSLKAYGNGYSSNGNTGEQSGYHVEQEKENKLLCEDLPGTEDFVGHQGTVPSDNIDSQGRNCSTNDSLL
# CXXC DNA block = inhibitors of human MLL CXXC domain-DNA interaction. Q03164. MLL-CXXC / FITC-HOXA9 DNA fluorescence polarization. Potency, µM (highest dose often 115 µM), inactives show at the highest dose activity change, negative = inhibition, most hits filed as inhibitors. actives 0.037% (n = 290,000); active = well fitted inhibition curve with a large enough effect in the polarisation, with a control signal flat, not every such curve was filed as active; inconclusive = small, poorly fitted or top-dose-only effect, or effect the other way, or a change in a side signal; inactive = no such curve, though single readings can be large or run the other way; the % refers to the polarisation; also: potency is read from the fitted curve at half-maximal effect
#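 Fluorescence polarization: 7 uM MLL-CXXC (stock) preincubated 5 min with compounds, then 50 nM fluorescein-HOX-A9 DNA (stock) added; 30 min ambient. Buffer 50 mM Tris-HCl pH 7.5, 50 mM NaCl, 1 mM DTT, 0.05% BSA.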
# Integrin act MD = integrin-mediated muscular dystrophy alleviation activation. alpha7betagal myoblasts, beta-gal FDG fluorescence, 48 h. Potency, µM (doses to about 38.3 µM), for inactives: top-dose activation, hits mostly activators. actives 0.064% (n = 350,000). AID 624291;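 also: potency is read from the fitted curve at half-maximal effect; 100% = response of the positive control SU9516; nearly all actives have a fitted effect of over 60% in size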
#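 alpha7betagal+/- myoblasts (passage 13, 250/well) treated 48 h at 37C with compounds at 1:260 dilution of DMSO stock. Lysed, then beta-galactosidase activity read as FDG fluorescence (ex 480/em 540) after 30 min, with pre-read for autofluorescence.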
# TCR activator = activates T cell receptor signaling; 330,000 tested, under 10 active; AID 504894; Potency, µM (doses to about 9.22 µM), for inactives: at the highest dose activation of IL-2 secretion, actives largely listed as activators; primary human leukocytes, anti-CD3, IL-2 HTRF, 48 h; also: % of control where 0% means no effect
#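 Compounds are tested in HTS on primary human leukocytes co-incubated with a-CD3 beads for 48 hr. IL-2 output is measured by time-resolved FRET.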
# TRPV1 agonist = agonists of human vanilloid receptor 1 (TRPV1) | Q8NER1 | TRPV1-expressing cells, Fluo-8 calcium influx, agonist mode | activation, % at 8.33 µM | actives 0.19% (n = 320,000) | AID 540275; in the data active = activation above about 80%; inconclusive = between about 30% and that limit; also: 0% is about no effect
#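 TRPV1-expressing cells were cultured overnight at 35.5C and loaded with Fluo-8 calcium dye for 40 to 90 min at room temperature. After a 10 s baseline, compound was added and calcium influx was read kinetically for 3 min (ex 480/em 520 nm).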
# An asterisk follows results filed as active; ? = inconclusive; nt = not tested or not shown; [ ] = remark or other dose. Unless noted, calls follow the shape of the dose curve; as a rule, active = well fitted curve in the direction sought with a large enough effect; inconclusive = small, poorly fitted or top-dose-only effect, or another doubt; inactive = no such curve, though single readings can be large; an effect the other way counts as inactive or inconclusive.
SMILES,BRCA1 expr act,PTAP TSG101 blk,ELG1 repair inh,A-T KAP1 phos,p53 reactivation,B2AR arrestin,CXXC DNA block,Integrin act MD,TCR activator,TRPV1 agonist
COc1cccc(CNC(=O)CSc2nnc3c(n2)[nH]c2ccc(F)cc23)c1,-15%,0%,2%,0%,3%,-0.2%,-3%,17%,2%,-1
Cc1cccc(OP(=O)(Nc2c(C)n(C)n(-c3ccccc3)c2=O)Oc2cccc(C)c2)c1,-28%,-4%,?,5%,-6%,-1.5%,16%,-3%,-9%[46.1 µM],3
CCN(CC)c1ccc(NC(=O)CN2CCN(CC(=O)Nc3ccc(F)cc3)CC2)cc1,-24%,56%[activator],?,-6%,-6%,0.5%,-3%,11%,7%,6
C=CCn1c(SCC(=O)Nc2ccccc2C)nc2sc(C)c(C)c2c1=O,-32%,-3%,-12%,nt,-6%,-0.6%,-5%,-42%,2%[46.1 µM],14
O=C(COC(=O)Cn1cnc2ccccc21)NCCc1ccccc1,-2%,-2%,-1%,1%,-3%,-0.2%,3%,1%,-2%,-2
CCCN1CCN(CCCNC(=O)Cn2nc(-c3ccccc3)ccc2=O)CC1,-9%,-1%,11%,0%,6%,0.1%,1%,0%,-2%,-2
O=C1c2ccccc2C2(c3cc(C(F)(F)F)cc(C(F)(F)F)c3)NCCN12 (stereo not given),3%,-5%,8%,-8%,-5%,0.0%,17%,-13%,-3%,30
CCOC(=O)Cc1csc(NC(=O)CSc2ncnc3c2cnn3-c2ccccc2Cl)n1,-41%,-4%,?,3%,22%,0.2%,5%,-42%,-1%,2
O=C(/C=C/c1ccccc1Cl)OCC(=O)N1CCCC1,28%,6%,?,?,18%,0.2%,nt,-37%[inhibitor],2%,nt
CN(C)C(=O)c1ccc(NC(=O)COC(=O)c2cc(S(=O)(=O)N(C)C)ccc2N2CCCC2)cc1,3%,-3%,?,-8%,-1%,-0.2%,nt,-19%,-1%,10
CCN(CC)CCCNC(=O)c1ccccc1C,2%,nt,-2%,1%,-1%,0.0%,-3%,-4%,nt,-2
COc1ccc(CCNS(=O)(=O)c2ccc3c(c2)CCCC3)cc1OC,-6%,-2%,?,1%,-5%,-0.1%,nt,14%,8%,nt
O=C(/C=C/c1ccccc1O)c1ccc(Cl)cc1,-53%,-8%,13%,5%,?,-0.6%,19%,-1%,-1%,13
N#CC(c1cccc(Cl)c1)c1ccc2c(C(F)(F)F)cc(C(F)(F)F)nc2n1 (stereo not given),-91%,5%,nt,nt,nt,nt,5%,-70%[inhibitor],2%,6
CC(=O)c1ccc(NC(=O)c2ccc3nc(C)sc3c2)cc1,?,-2%,?,17%,nt,0.3%,-2%,0%,nt,-3
O=C(CSc1nc2ccccc2s1)N1CCCCC1,?,-5%,?,7%,?,1.0%,-4%,2%,nt,?
COc1ccc(-c2cc(C(=O)NC3CC3)c3ccccc3n2)cc1,3%,2%,?,0%,2%,0.3%,1%,?,-5%,8
CCc1sc(C(=O)NCCCn2ccnc2)cc1Br,-17%,0%,-14%,-20%,7%,0.3%,3%,-12%,-6%,-5
COc1ccccc1CC1(C)NC(=O)N(CC(=O)N2CC(C)OC(C)C2)C1=O (stereo not given),-4%,-3%,20%,-4%,1%,0.3%,-1%,12%,-2%,0
N#Cc1cccc(Cn2nnc(-c3ccccc3)n2)c1,40%,-3%,?,4%,0%,0.4%,10%,6%,-1%,3
Cc1ccc(S(=O)(=O)CCC(=O)OCC(=O)N2CCN(c3ccccc3)CC2)cc1,-9%,-4%,20%,-2%,0%,-0.3%,nt,-27%,0%,0
O=c1c(C/C=C/c2ccccc2)c(O)ccn1Cc1ccc(Cl)cc1Cl,-17%,-4%,1%,2%,-4%,-0.1%,6%,?,0%,0
CCCC(=O)NC(Nc1ccccc1OC)C(Cl)(Cl)Cl (stereo not given),-18%,-3%,12%,5%,2%,-0.4%,1%,-6%,2%,2
S=C(NCc1ccco1)NCc1ccccc1Cl,2%,-5%,3%,-1%,-3%,0.5%,5%,-1%,-3%,?
CCN(C(=O)COC(=O)c1cncc(Br)c1)C1CCS(=O)(=O)C1 (stereo not given),0%,1%,4%,2%,1%,-0.1%,1%,3%,-2%,6
O=C(CSCc1nc2c(nnn2Cc2ccc(F)cc2)c(=O)[nH]1)Nc1cccc(C(F)(F)F)c1,-7%,-4%,-15%,6%,-1%,-0.1%,7%,-10%,-4%,2
O=[N+]([O-])c1cc(Cl)ccc1N1CCCCC1,-24%,-1%,?,-1%,2%,-0.2%,1%,-25%,0%,-5
COC(=O)c1cc(C(=O)OC)cc(N2C(=O)CC(Sc3nc(C)cc(C)n3)C2=O)c1 (stereo not given),-5%,-7%,10%,-3%,-4%,0.1%,1%,-14%,-3%,2
CCCCN(CC)CCCNC(=O)C1c2ccccc2C(=O)N(C)C1c1cn(C)c2ccccc12 (stereo not given),-26%,-10%,-2%,4%,1%,-0.6%,6%,-11%,8%,6
CC(C)(C)c1csc(NC(=O)CSc2nc3ccccc3c(=O)[nH]2)n1,-40%,-4%,-10%,-3%,5%,-0.4%,1%,12%,0%,0
O=C(N/N=C/c1cccc(Cl)c1)C1CCCC1,72%,-5%,?,14%,15%,-0.1%,23%,3%,1%,16
CCOc1cc(N2CCOCC2)c(OCC)cc1NC(=O)CN1CCSC1=O,1%,-5%,8%,-4%,14%,-1.1%,nt,8%,-7%,-2
CCOC(=O)c1cc2c(=O)n3ccccc3nc2n(CCOC)c1=NC(=O)C(C)(C)C,0%,2%,26%,-3%,-1%,-1.0%,2%,26%,-22%,3
COC(=O)CCC(=O)OC1(C)C(=O)C2=CN(CCc3c[nH]c4ccccc34)C(c3ccc(OC)cc3)=CC2=C(Br)C1=O (stereo not given),-14%,-7%,nt,nt,nt,nt,nt,7%,4%,nt
CC(=O)c1cccc(NC(=O)C2CCCCC2)c1,0%,1%,-2%,2%,-2%,0.1%,15%,15%,1%,-1
CC(=O)N/C(=C/c1ccc2c(c1)OCO2)C(=O)NCCO,3%,0%,10%,6%,3%,-1.4%,13%,29%,6%[46.1 µM],5
COc1cc(NC(=O)Cn2cnc3ccccc3c2=O)c(OC)cc1Cl,19%,-6%,-1%,-3%,-1%,0.1%,10%,1%,3%,-4
COc1cc(CN2CC(=O)N(c3ccc(C)c(Cl)c3)C2=S)cc(OC)c1OC,-28%,-4%,?,-4%,3%,-0.9%,-2%,-12%,3%,2
COC(=O)c1cc2c(cc1N)OCCO2,16%,-3%,5%,1%,9%,-0.6%,0%,0%,-1%,-2
Cc1cccc(C)c1OCC(O)CN1CCN(c2ccccn2)CC1 (stereo not given),-18%,-2%,-5%,8%,0%,0.1%,8%,?,1%,0
O=C(N/N=C/C1CCCCC1)c1ccccn1,33%,-5%,?,3%,21%,-0.1%,8%,13%,3%,18
Cc1nn(C)c(C)c1CNC(=O)c1nn2c(c1Cl)NC(c1cccs1)CC2C(F)(F)F (stereo not given),-56%,-3%,?,3%,-18%,0.5%,-4%,-55%[inhibitor],-1%,1
CCN(CCO)C(=O)C12CCC(C)(C(=O)C1)C2(C)C (stereo not given),-3%,nt,nt,nt,nt,nt,-7%,-15%,nt,3
CN(C)c1ccc(C(=O)OCC(=O)N2CCOCC2)cc1,5%,-1%,?,13%,1%,0.0%,3%,22%,-2%,-5
O=C(Nc1ccc(F)cc1)OCCOc1ccc([N+](=O)[O-])cc1,-10%,0%,2%,-2%,2%,-0.2%,-3%,18%,-6%,?

# Results in B2AR arrestin, A-T KAP1 phos and Integrin act MD, for 2 of the compounds above:
canonical_smiles | B2AR arrestin | A-T KAP1 phos | Integrin act MD
CCN(CCO)C(=O)C12CCC(C)(C(=O)C1)C2(C)C (stereo not given) | nt | nt | -15%
CN(C)c1ccc(C(=O)OCC(=O)N2CCOCC2)cc1 | 0.0% | 13% | 22%

# Remaining list, next part.
SMILES,BRCA1 expr act,PTAP TSG101 blk,ELG1 repair inh,A-T KAP1 phos,p53 reactivation,B2AR arrestin,CXXC DNA block,Integrin act MD,TCR activator,TRPV1 agonist
CC1(C)Cc2c(cnn2-c2ccc(F)cc2)C(NC(=O)c2ccoc2)C1 (stereo not given),-24%,-6%,-1%,9%,4%,-0.2%,2%,-28%,-4%,28
CC1(C)C2CCC1(C)C(OC(=O)CSc1nc(N)cc(=O)[nH]1)C2 (stereo not given),8%,1%,?,2%,-3%,-0.7%,-6%,3%,11%,3
O=C(NCc1nc2ccccc2[nH]1)C1=C[C@H](c2ccc(C(F)(F)F)cc2)C[C@H](OCc2ccc(CO)cc2)O1,-63%,-1%,?,nt,5%,-1.1%,-1%,-30%,13%,1
Cc1ccc(NC(=S)N(Cc2ccc(Br)cc2)Cc2ccc(C(=O)O)cc2)cc1C,-9%,0%,-7%,2%,2%,0.0%,-4%,-1%,2%,3
